Compound activity from PubChem.
CHRM4 antagonist = human M4 muscarinic receptor antagonists, primary screen, CHO cells, Fluo-8 calcium fluorescence; 360,000 compounds, 0.73% hits; CHO-hM4 cells, ACh EC80; inhibition, % at 3 µM;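 active = inhibition above its plate's cutoff, the mean inhibition of sample wells plus 3 SD, cut at about 27% in these data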;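 also: 0% = acetylcholine EC80 with DMSO and 100% = DMSO without agonist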
Target sequence (P08173 whole entry, looked up): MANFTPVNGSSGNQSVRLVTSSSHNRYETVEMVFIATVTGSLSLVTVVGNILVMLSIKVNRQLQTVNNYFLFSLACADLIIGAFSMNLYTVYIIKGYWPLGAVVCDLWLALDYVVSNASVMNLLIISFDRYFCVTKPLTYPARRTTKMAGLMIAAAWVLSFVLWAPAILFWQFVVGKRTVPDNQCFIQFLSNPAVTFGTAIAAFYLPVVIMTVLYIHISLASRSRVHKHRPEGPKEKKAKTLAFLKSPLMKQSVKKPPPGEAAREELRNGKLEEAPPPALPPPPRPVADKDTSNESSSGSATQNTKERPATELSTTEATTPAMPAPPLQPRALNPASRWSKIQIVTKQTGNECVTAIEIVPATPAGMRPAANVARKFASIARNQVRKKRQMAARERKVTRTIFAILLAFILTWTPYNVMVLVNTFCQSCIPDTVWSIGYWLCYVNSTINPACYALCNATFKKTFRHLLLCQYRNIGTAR
CHRM5 antagonist = human M5 muscarinic receptor antagonists, primary screen, CHO cells, Fluo-8 calcium fluorescence | Muscarinic acetylcholine receptor M5 (Homo sapiens), P08912 | CHO-hM5 cells, ACh EC80 | inhibition, % at 3 µM | 360,000 compounds, 0.59% hits;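 active = inhibition above a per-plate cutoff, the mean of that plate's test compounds plus 3 SD, cut at about 27% in these data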;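 also: 0% = acetylcholine EC80 with DMSO and 100% = DMSO without agonist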
Target sequence (P08912 whole entry, looked up): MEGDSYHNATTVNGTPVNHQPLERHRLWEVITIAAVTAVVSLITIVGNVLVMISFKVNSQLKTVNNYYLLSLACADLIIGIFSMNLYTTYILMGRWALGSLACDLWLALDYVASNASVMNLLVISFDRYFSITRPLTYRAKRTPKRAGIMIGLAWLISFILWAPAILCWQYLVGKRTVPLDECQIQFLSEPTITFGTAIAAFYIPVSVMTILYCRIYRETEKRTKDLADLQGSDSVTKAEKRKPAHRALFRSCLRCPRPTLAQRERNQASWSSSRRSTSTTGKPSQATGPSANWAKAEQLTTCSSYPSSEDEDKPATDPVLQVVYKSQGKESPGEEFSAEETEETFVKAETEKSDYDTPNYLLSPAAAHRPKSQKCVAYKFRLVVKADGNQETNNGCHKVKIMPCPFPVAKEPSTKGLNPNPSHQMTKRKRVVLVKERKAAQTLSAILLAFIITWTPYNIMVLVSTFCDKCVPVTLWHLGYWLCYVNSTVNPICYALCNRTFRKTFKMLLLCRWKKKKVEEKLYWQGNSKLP
M4 ag = human M4 muscarinic receptor agonists, primary screen, CHO-K1 cells, Fluo-8 calcium fluorescence | Muscarinic acetylcholine receptor M4 (Homo sapiens), P08173 | 360,000 compounds, 0.14% hits | activation, % at 3 µM | CHO-K1 hM4/Gqi5; vehicle 0%, full acetylcholine response 100%;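 active = activation above the run mean over all test wells plus 3 SD, cut at about 32% in these data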;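 also: peak over basal fluorescence ratio per well then scaled between controls; 0% = DMSO wells and 100% = acetylcholine at EC100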
CHO-K1 Ca PAM = nonselective calcium activators in parental CHO-K1 cells, primary screen, counter-screen for M1 PAM project, cell-based, Fluo-8 calcium fluorescence, full deck, 1536-well. ATP EC20; 0% at ATP EC20, 100% at ATP max. activation, % at 3 µM. 360,000 compounds, 0.02% hits. AID 602247, 2012;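 active = activation above the run cutoff, the mean activation of all test compounds plus 3 SD, cut at about 40% in these data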;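 also: peak over basal fluorescence ratio in a 140 s read after ATP addition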
CHO-K1 Ca antag = nonselective inhibitor or artifact in parental CHO-K1 cells | 360,000 compounds, 0.6% hits | ATP-induced calcium, Fluo-8 fluorescence | inhibition, % at 3 µM;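 active = inhibition above a per-plate cutoff, the plate's mean sample inhibition plus 3 SD, cut at about 24% in these data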;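 also: 0% = DMSO plus EC80 ATP and 100% = DMSO alone without ATP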
CHO-K1 Ca ag = counter-screen for M1 agonists: effect in parental CHO-K1 cells | AID 602248, 2012 | Fluo-8 calcium fluorescence; scaled to maximal ATP response, vehicle zero | activation, % at 3 µM | 360,000 compounds, 0.48% hits; in the data active = activation above about 15%;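 also: untransfected CHO-K1 host cells lacking M1 receptor as counterscreen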
CHRM5 agonist = human M5 muscarinic receptor agonists, primary screen, CHO-K1 cells, Fluo-8 calcium fluorescence; Muscarinic acetylcholine receptor M5 (Homo sapiens), P08912; CHO-K1 hM5 cells; 0% DMSO wells, 100% maximal acetylcholine response; activation, % at 3 µM; 360,000 compounds, 0.19% hits;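 active = activation above the run's mean over test compounds plus 3 SD, cut at about 23% in these data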;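 also: signal is peak over basal fluorescence ratio across the kinetic read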
CHRM5 PAM = human M5 muscarinic receptor positive allosteric modulators, primary screen, CHO-K1 cells, Fluo-8 calcium fluorescence | Muscarinic acetylcholine receptor M5 (Homo sapiens), P08912 | CHO-K1 hM5, ACh EC20 PAM; 0% = ACh EC20, 100% = ACh EC100 | activation, % at 3 µM | 360,000 compounds, 0.3% hits;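 active = activation above the run cutoff, the mean activation of all test compounds plus 3 SD, cut at about 18% in these data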
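Probe or stimulus: acetylcholine, EC20 level; Assay system: human M5 receptor in CHO-K1 cells; Schedule: compound preincubation 140 s before EC20 acetylcholine addition; Technique: intracellular calcium via Fluo-8 fluorescence; Dosing: single-point, 3 µM nominal; Read-out basis: percent activation from peak-over-basal fluorescence ratio, scaled EC20-to-EC100 acetylcholine; Repeats: one well per compound, no replicates.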
CHRM4 PAM = human M4 muscarinic receptor positive allosteric modulators, primary screen, CHO-K1 cells, Fluo-8 calcium fluorescence; Muscarinic acetylcholine receptor M4 (Homo sapiens), P08173; CHO-K1 hM4/Gqi5, ACh EC20; 0% = ACh EC20, 100% = maximal ACh; activation, % at 3 µM; 360,000 compounds, 0.4% hits;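 active = activation above its plate's cutoff, the mean activation of sample wells plus 3 SD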; also: some results filed as inactive read as strong as hits
Numbers without * were called inactive; . = not tested or not shown.

SMILES	CHRM4 antagonist	CHRM5 antagonist	M4 ag	CHO-K1 Ca PAM	CHO-K1 Ca antag	CHO-K1 Ca ag	CHRM5 agonist	CHRM5 PAM	CHRM4 PAM
Cc1cc(NC(=O)COC(=O)c2oc3c(Cl)cccc3c2C)no1	8	4	1	15	-11	0.1	0	-4	-4
C[n+]1cc(C(=O)N2CCCCC2)ccc1/C=C/c1c[nH]c2ccccc12	2	7	1	0	5	3.9	2	-8	-9
Cc1ccccc1NC(=S)NCCO	5	14	0	19	2	0.4	-1	-3	3
CCOC(=O)C1=C(N)Oc2cc(C)[nH]c(=O)c2C1c1ccncc1 (stereo unspecified)	13	3	0	-2	1	0.4	1	-8	-7
O=C(NN1C(=O)C2C3C=CC(C3)C2C1=O)C(O)c1ccccc1 (stereo unspecified)	-3	4	1	16	-18	0.8	3	6	3
O=C(CC(=O)c1ccccc1O)c1ccc(F)cc1	-14	-7	0	11	-14	-0.6	-3	-4	2
CC(=O)c1ccc(N2CCN(C(=O)COc3ccc(F)cc3)CC2)c(F)c1	6	6	11	5	4	4.5	6	-3	-12
CC(=O)NC(Cc1ccc(O)cc1)C(=O)NN (stereo unspecified)	-9	-15	2	2	-1	0.1	-4	-4	1
O=C(NCc1cccs1)C1CCN(S(=O)(=O)c2ccc(Cl)cc2)CC1	0	8	1	7	-13	1.2	2	4	-5
CN(C)c1ccc(/C=N/NC(=O)c2nnn(-c3nonc3N)c2CN2CCCCCC2)cc1	-10	7	0	-14	8	-0.1	1	-7	2
Cc1nc([N+](=O)[O-])cn1CC(=O)NCCCO	-7	3	1	13	-9	0.1	-4	0	8
CCCCN(CC)C(=O)Cc1ccc(Br)cc1	-14	-7	-1	8	-18	0.4	-7	-1	6
CCCCN1CC(C)(C)[C@H](CC(=O)Nc2ccccc2)C1=O	-6	8	0	17	-8	0.5	0	-2	3
CSc1ccccc1C(=O)OCC(=O)Nc1cccnc1Cl	2	14	2	-19	15	-0.2	0	-8	1
O=C(CN1CCN(S(=O)(=O)c2ccc(Br)s2)CC1)N1CCCCC1	-4	6	2	12	-20	2.5	-5	2	-3
Cc1cc(C(=O)NNC(=O)c2cccc([N+](=O)[O-])c2)n[nH]1	0	0	1	13	-13	0.2	2	5	3
Cn1c(N)c(C(=O)COC(=O)C2(c3ccccc3F)CCCC2)c(=O)n(C)c1=O	7	6	7	-6	15	1.6	2	-5	-2
O=C(CSc1ccccc1C(=O)NCc1ccccc1)NC12CC3CC(CC(C3)C1)C2	-6	4	1	8	-6	3.3	-1	-2	-4
CCC(=O)Nc1sccc1C(=O)OC	1	2	0	-9	-5	-0.2	2	0	1
O=C1NC(c2ccc(Cl)cc2)Nc2ccccc21 (stereo unspecified)	-10	-7	1	14	-9	0.0	-3	10	10
COc1ccc(N/N=C(/C#N)S(=O)(=O)c2nsc(C)c2C#N)cc1	5	4	0	24	4	0.7	-3	1	10
NC(N)=N/N=C/c1ccc(OCc2ccccc2)c(OCc2ccccc2)c1	8	2	0	12	-6	1.1	-5	3	2
CCOC(=O)N1CCN(C(=O)CSc2nc(C)nc3c2c(=O)n(C)c(=O)n3C)CC1	8	-1	1	22	-19	0.4	-1	-7	0
O=C(CCn1cnc(-c2ccccc2)c1-c1ccccc1)N/N=C/c1ccc(O)cc1	-5	5	0	15	-3	0.5	-2	-4	-1
COc1ccc(CNc2nc3ccccc3n2C)c(OC)c1	0	0	0	-8	-5	0.0	-6	6	-4
(further entries)
SMILES	CHRM4 antagonist	CHRM5 antagonist	M4 ag	CHO-K1 Ca PAM	CHO-K1 Ca antag	CHO-K1 Ca ag	CHRM5 agonist	CHRM5 PAM	CHRM4 PAM
O=C(O)c1cn(CCOc2ccccc2Cl)c2ccccc12	-1	-3	1	23	-5	1.3	-2	-1	2
O=C(CSc1ncccn1)N1CCN(C(=O)CSc2ncccn2)CC1	14	3	0	17	-1	3.6	-1	1	-2
O=C(COC(=O)c1ccccn1)Nc1ccc2c(c1)OCO2	4	2	1	12	-6	-0.1	-1	-2	3
CCc1cc(C(=O)N2CCN(c3ncc(C(F)(F)F)cc3Cl)CC2)sc1C	-6	-8	-1	-4	-17	0.4	-3	-2	-5
COc1ccc(C(=O)C[N+]2(C)CCOCC2)cc1	-16	-10	2	-1	-14	-0.1	-2	12	4
Cc1ccc2cccc(SCC(=O)N3CCOCC3)c2n1	2	2	1	17	-2	0.2	-1	1	5
NS(=O)(=O)c1ccc(CCNC(=O)c2ccc(C(=O)c3ccccc3)cc2)cc1	-3	4	7	8	-10	3.9	-1	0	-2
Nc1sccc1C(=O)NCc1ccccc1	-5	16	5	.	.	.	10	-2	6
CCS(=O)(=O)Nc1cc(C(=O)O)ccc1C	7	-5	1	21	-12	1.7	0	-1	1
CCC(c1nnnn1Cc1ccc(OC)cc1)N1CCN(C(=O)c2ccco2)CC1 (stereo unspecified)	-15	11	2	4	2	1.5	-2	-1	0
CCOC(=O)/C(=N/Nc1ccc(C)cc1)S(=O)(=O)c1ccc(Cl)cc1	-2	-10	-2	1	-2	-0.1	0	4	27
CCN1C(=O)[C@H]2[C@@H](c3ccc(C)cc3)N3C(=O)N(c4ccc(OC)cc4)C(=O)[C@@]3(CC)[C@H]2C1=O	-8	8	2	12	-17	1.1	0	-5	5
CCN(CC)c1ccc(C2C3CCCCC3(O)CCN2CC(=O)Nc2ccccc2)cc1 (stereo unspecified)	5	6	0	6	5	1.6	0	-7	0
CC1(C(=O)NCc2ccccc2)CSCC(=O)N1CCCN1CCOCC1 (stereo unspecified)	-27	-9	2	.	.	.	-2	6	10
O=C(OCCc1cc2ccccc2c(=O)o1)c1cccs1	3	8	9	6	-10	5.1	-1	0	0
Nc1ccn(-c2ccccc2)c(=O)c1	4	-1	1	14	-9	-0.5	0	-4	2
Cc1[nH]n(-c2ccccc2)c(=O)c1N=Nc1c(O)cc(S(=O)(=O)N(C)C)c2ccccc12	-12	9	2	9	-7	0.3	6	-1	14
CC(C)CN1CCN(Cc2cn(C)c3ccccc23)CC1CCO (stereo unspecified)	-9	-12	1	7	-10	0.3	-5	1	3
Cn1cc(Br)c(C(=O)NNC(=O)c2cccc(Br)c2)n1	0	8	2	3	-4	0.4	0	-6	8
NC(=O)CSc1nnc(Cn2c(=O)sc3ccccc32)n1-c1ccccc1	3	1	0	10	-2	-0.2	0	-2	-4
CCCCCCn1nc(C(=O)N(CC(C)C)c2c(N)n(CCCC)c(=O)[nH]c2=O)c2ccccc2c1=O	-4	-9	0	14	-9	0.3	-2	6	3
CCOc1ccc(C(=O)NCc2ccc3c(c2)OCO3)cc1	-8	-5	0	1	-8	-0.2	-2	-6	2
CCOc1ccccc1-c1cc(C(=O)Nc2ccc(C(=O)O)cc2)c2ccccc2n1	-26	3	1	-8	19	-0.9	-4	-3	14*
O=C(c1ccc2c(c1)OCO2)N1CCCN(C(=O)c2ccc3c(c2)OCO3)CC1	17	1	0	1	0	0.4	-1	-4	2
CC(=O)Nc1ccc(NC(=O)CCOc2cc(C)ccc2C)cc1	8	5	3	-4	0	0.8	0	6	-2

Record cards, from the list above. Values in the order: CHRM4 antagonist, CHRM5 antagonist, M4 ag, CHO-K1 Ca PAM, CHO-K1 Ca antag, CHO-K1 Ca ag, CHRM5 agonist, CHRM5 PAM, CHRM4 PAM
`O=C(NN1C(=O)C2C3C=CC(C3)C2C1=O)C(O)c1ccccc1` (stereo unspecified) as listed: -3, 4, 1, 16, -18, 0.8, 3, 6, 3
`CCCCN(CC)C(=O)Cc1ccc(Br)cc1` as listed: -14, -7, -1, 8, -18, 0.4, -7, -1, 6

Following part.
SMILES	CHRM4 antagonist	CHRM5 antagonist	M4 ag	CHO-K1 Ca PAM	CHO-K1 Ca antag	CHO-K1 Ca ag	CHRM5 agonist	CHRM5 PAM	CHRM4 PAM
Cc1ccc(CCNc2ncnc(Cl)c2N)cc1	19	18	15	-18	4	9.0	6	-15	-3
C(=N\N1CCN(C2c3ccccc3-c3ccccc32)CC1)/c1ccccn1	-9	-13	0	14	-12	0.1	-4	-6	14
Cc1cccc(C)c1NC(=O)C(C1CC1)n1c(=O)c(-c2ccccc2)nc2ccccc21 (stereo unspecified)	-6	6	0	.	.	.	1	-3	-3
Cc1cccc(N/N=C/c2ccncc2)c1	15	0	-1	-13	-14	0.0	-3	-3	-1
Cn1c(CCN2CCN(c3ccccn3)CC2)nc2cc(NS(=O)(=O)c3ccc(Cl)cc3)ccc21	21	27*	20	-9	9	7.1	-7	-16	-14
O=C(Nc1ccc(N2CCCC2)cc1)c1cccc(Cl)c1Cl	-3	9	4	12	-1	1.2	-7	-9	-5
CCOCCc1nnc(NC(=O)CS(=O)(=O)c2ccc(C)cc2)s1	6	-10	4	12	-7	0.9	-1	7	2
COc1ccc(-c2c(C(F)(F)F)nn(C)c2NC(=O)c2ccco2)cc1	-13	7	0	12	-13	2.8	-4	-1	8
CC(=O)N1CCN(C(=O)c2ccc(C)c(S(=O)(=O)N3CCCCC3)c2)CC1	-3	10	0	-11	-8	0.2	1	-4	4
Cc1ccc(OCC(=O)NC2CC(C)(C)NC(C)(C)C2)cc1C	12	8	1	-10	5	0.0	1	-1	-1
C=CCNc1oc(-c2cccc(Cl)c2)nc1C#N	9	2	5	3	3	1.2	11	-1	1
CCN(CC)C(=O)[C@H]1C[C@H](CC(=O)NCCCn2ccnc2)C(=O)N2CCc3c([nH]c4ccc(Cl)cc34)[C@]12C	7	-8	0	5	-8	-0.3	0	3	-7
CCOc1ccc(NC(=O)N(c2ccccc2)c2ccccc2)cc1	-5	8	-1	15	-13	0.4	-2	0	-2
O=C(Nc1ccc(-n2cccn2)cc1)C1CCN(Cc2ccsc2)CC1	-1	12	2	-5	9	0.1	-3	2	8
CCOC(=O)N1CCN(C(=O)/C=C/c2ccc(OC)c(OC)c2)CC1	-14	-6	0	20	-16	0.2	-4	8	7
CCn1c(SCC(=O)Nc2cccc(NC(C)=O)c2)nnc1C(C)C	0	-1	0	16	-8	-0.2	-2	-8	0
O=C(Cc1ccc(Br)cc1)NCCCn1ccnc1	-5	-6	1	21	-13	0.5	2	9	2
CC1=NN(C(=O)c2cccc(Cn3nc(C)c([N+](=O)[O-])c3C)c2)C(O)(C(F)(F)F)C1 (stereo unspecified)	-4	6	2	8	-5	0.8	1	-8	1
Cc1nc2nc(SCc3ccccc3)[nH]n2c(=O)c1CCC(C)C	-7	12	2	3	-4	4.7	3	-1	1
O=C(O)c1cc(S(=O)(=O)N2CCOCC2)ccc1N1CCOCC1	4	-1	1	15	-10	0.7	-1	2	4
C/C(=N\NC(=O)c1ccc(O)cc1)c1cccc(NC(=O)c2ccccc2C)c1	1	-3	2	-4	4	0.7	0	-2	3
COc1ccc2nc3sc(C(=O)N4CCN(C)CC4)cc3cc2c1	2	-8	0	13	-8	0.5	-2	-2	6
Cc1cc(=O)oc2cc(O[C@@H]3O[C@H](CO)[C@H](O)[C@H](O)[C@H]3O)ccc12	-2	1	0	0	-17	1.2	-5	0	7

Outcome played no part in choosing rows; 2.7% or so of the library scored in one or more.
